High-throughput results as filed in PubChem.
TRHR agonist = TRH receptor (human) agonism; P34981; TRHR cells, calcium flux fluo-8, FDSS agonist mode; activation, % at 2 µM; 360,000 compounds, 0.18% hits; AID 493084; in the data active = activation above about 30%; also: 0% is about no effect
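Agonist-mode FDSS calcium read (Ex 480/Em 530, 1 s cycles) in 1536-well TRHR cells with fluo-8 dye, after 10-cycle baseline and 23 nL compound addition; TRH at EC20 (10 nM final) added afterwards for the enhancer phase.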
D2 antagonist = antagonists of human D2 dopamine receptor; HEK293 TREx D2 cells, calcium flux, dopamine EC80; inhibition, % at 10 µM; 340,000 compounds, 2% hits; AID 485344; in the data active = inhibition above about 30%; also: 0% is about no effect
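Tetracycline-induced HEK293 TREx cells expressing D2 receptor forced-coupled to calcium signalling, loaded with no-wash calcium dye. Compounds added and calcium flux read 180 s, then dopamine added at EC80 and read a further 180 s.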
D2 ag = agonists of human D2 dopamine receptor. P14416. HEK293 T-REx D2 cells, calcium flux agonist mode. activation, % at 2 µM. 340,000 compounds, 0.53% hits. AID 485358;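 active = activation over 3 SD above normal in the single-dose calcium agonist read, cut at about 30% in these data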; also: 0% is about no effect
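Agonism is scored from calcium flux in a force-coupled, inducible HEK293 cell line expressing D2, read kinetically for 180 s after compound addition against dopamine controls.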
mIDH1 inhibitor = inhibitors of human mutant IDH1 R132H. 390,000 compounds, 0.093% hits. IDH1-R132H enzyme, NADPH consumption, diaphorase/resazurin fluorescence. Potency, µM (highest dose often 76.6 µM), without a hit: top-dose activity change, negative = inhibition, hits mostly inhibitors; also: potency is read from the fitted curve at half-maximal effect; % is scaled to controls: 0 for no effect and ±100 for the full control effect; nearly all actives have a fitted effect of over 65% in size
Target sequence (O75874 whole entry R132H, stated change not applied): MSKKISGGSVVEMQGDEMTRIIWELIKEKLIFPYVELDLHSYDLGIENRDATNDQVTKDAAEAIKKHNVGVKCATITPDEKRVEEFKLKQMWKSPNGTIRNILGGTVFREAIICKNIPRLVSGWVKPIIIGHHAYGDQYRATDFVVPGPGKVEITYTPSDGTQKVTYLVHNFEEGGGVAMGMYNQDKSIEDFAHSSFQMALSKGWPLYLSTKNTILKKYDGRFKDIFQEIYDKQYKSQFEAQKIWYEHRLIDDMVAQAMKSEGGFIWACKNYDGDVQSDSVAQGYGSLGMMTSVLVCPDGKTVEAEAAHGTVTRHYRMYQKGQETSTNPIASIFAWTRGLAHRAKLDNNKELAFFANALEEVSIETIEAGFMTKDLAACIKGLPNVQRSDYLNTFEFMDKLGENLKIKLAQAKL
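IDH1-R132H (0.5 ug/mL) preincubated 30 min with compound, then NADPH (0.016 mM) and alpha-KG (2 mM) added; 80 min at RT, pH 7.5. Remaining NADPH coupled via diaphorase/resazurin to fluorescence (540/590 nm); concentration-response curves normalized to no-enzyme control.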
USP1-UAF1 inh = blocks the human USP1/UAF1 deubiquitinase complex. 390,000 compounds, 0.23% hits. AID 743255. O94782. Potency, µM (top dose mostly 57.1 µM), for inactives: at the highest dose activity change, negative = inhibition, usual class: inhibitors. recombinant USP1/UAF1, Ub-Rhodamine cleavage fluorescence; also: potency is read from the fitted curve at half-maximal effect; % is scaled to controls: 0 for no effect and ±100 for the full control effect; nearly all actives have a fitted effect of over 60% in size; inactives centre near -12
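In this screen, compounds sit with the deubiquitinase complex (1nM) for 15 min at room temperature before Ub-Rho is added at 150nM final. Fluorescence rise is then followed for 6 reads every 60 seconds.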
rTrxR1 inhibitor = inhibitors of rat thioredoxin reductase 1 | Potency, µM (top dose mostly 114 µM), without a hit: top-dose activity change, negative = inhibition, usual class: inhibitors | AID 588453 | 390,000 compounds, 1% hits | O89049 | recombinant rTrxR1, NADPH fluorescence consumption, selenite substrate; also: potency is read from the fitted curve at half-maximal effect; % is scaled to controls: 0 for no effect and ±100 for the full control effect; nearly all actives have a fitted effect of over 65% in size
Target sequence (O89049 whole entry, looked up): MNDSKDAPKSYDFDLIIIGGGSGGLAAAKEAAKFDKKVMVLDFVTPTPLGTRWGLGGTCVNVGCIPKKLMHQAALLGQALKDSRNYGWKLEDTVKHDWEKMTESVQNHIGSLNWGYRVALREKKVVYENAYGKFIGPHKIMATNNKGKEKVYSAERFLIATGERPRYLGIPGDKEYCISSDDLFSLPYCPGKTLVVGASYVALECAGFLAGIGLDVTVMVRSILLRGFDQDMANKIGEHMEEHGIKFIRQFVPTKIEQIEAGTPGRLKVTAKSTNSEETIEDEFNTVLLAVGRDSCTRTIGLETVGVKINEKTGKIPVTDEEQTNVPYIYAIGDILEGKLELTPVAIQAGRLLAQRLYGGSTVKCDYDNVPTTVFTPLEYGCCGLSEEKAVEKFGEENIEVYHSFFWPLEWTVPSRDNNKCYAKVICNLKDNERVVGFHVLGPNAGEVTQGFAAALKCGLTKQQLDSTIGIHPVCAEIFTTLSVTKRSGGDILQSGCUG
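Rat TrxR1 (90 nM in the dispensed reagent) was pre-reduced with 400 uM NADPH for 5 min at room temperature, then incubated with compound for 15 min. After 400 uM selenite was added, NADPH fluorescence (Ex 340/Em 450 nm) was followed for 8 min.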
TrxR1 substrate = rat thioredoxin reductase 1 substrate activity. O89049. 390,000 compounds, 0.01% hits. purified TrxR1 substrate turnover, NADPH consumption readout. Potency, µM (top dose mostly 114 µM), for the others: top-dose activity change, negative = substrate turnover; also: potency is read from the fitted curve at half-maximal effect; % is scaled to controls: 0 for no effect and ±100 for the full control effect; nearly all actives have a fitted effect of over 50% in size
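Rat TrxR1, dispensed at 90 nM, was prereduced with 400 uM NADPH (final) for 5 min at ~22 deg C, then incubated with compound 15 min before 400 uM selenite. A first-read NADPH fluorescence drop versus no-compound background flagged substrates.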
TRHR enhancer = TRH receptor (human) allosteric enhancement | TRHR cells, fluo-8 calcium fluorescence, EC20 TRH enhancement | enhancement, % at 2 µM | 360,000 compounds, 0.66% hits | AID 493056; in the data active = enhancement above about 30%; also: 0% is about no effect
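Enhancer read-out: after compound pinning and an initial kinetic agonist-mode read, an EC20 of TRH (10 nM final) was injected and fluo-8 calcium signal (Ex 480/Em 530) followed at 1 s/cycle for 100 cycles in TRHR-expressing cells.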
Pin1 inhibitor = blocks the human prolyl isomerase Pin1; Q13526; Pin1 FP peptide displacement, HiFluor488, 10 min; Potency, µM (titrated, usually from 115 µM), without a hit: at the top dose activity, negative = inhibition, usual class: inhibitors; 390,000 compounds, 0.009% hits; AID 504891; active = well fitted inhibition curve with a large enough effect in the polarisation, with a control signal flat, not every such curve was filed as active; inconclusive = small, poorly fitted or top-dose-only effect, or effect the other way, or a change in a side signal; inactive = no such curve, though single readings can be large or run the other way; the % refers to the polarisation; also: potency is read from the fitted curve at half-maximal effect; % is scaled to controls: 0 for no effect and ±100 for the full control effect
Target sequence (Q13526 whole entry, looked up): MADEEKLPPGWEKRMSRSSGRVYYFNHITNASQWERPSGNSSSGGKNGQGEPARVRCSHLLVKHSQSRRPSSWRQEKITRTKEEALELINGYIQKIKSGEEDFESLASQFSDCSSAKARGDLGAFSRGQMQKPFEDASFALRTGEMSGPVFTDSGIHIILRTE
Numbers without * were called inactive; ? = inconclusive; nt = no result given; & = joins results of further samples; [ ] = dose if it differs, or a comment. Unless noted, calls follow the shape of the dose curve; as a rule, active = well fitted inhibition curve with a large enough effect; inconclusive = small, poorly fitted or top-dose-only effect; inactive = no such curve, though single readings can be large or run the other way.

structure,TRHR agonist,D2 antagonist,D2 ag,mIDH1 inhibitor,USP1-UAF1 inh,rTrxR1 inhibitor,TrxR1 substrate,TRHR enhancer,Pin1 inhibitor
Cc1cc(Cl)ccc1OCC(=O)OCC(=O)Nc1cccnc1Cl,-0.1,14,-1.1,-3%,-18%,23%,-2%,5,-10%
N#CN1CCC(NS(=O)(=O)c2ccc(C(F)(F)F)cc2)CC1,-1.2,nt,nt,nt,nt,-9%,-3%,0,0%&1%
CC(=O)c1ccc(NC(=O)CSc2nc(=O)n(Cc3ccncc3)c3c2CCC3)cc1,-0.1,nt,-0.2,-3%,?,14%[57.1 µM],-1%[57.1 µM],1,-2%
Nc1nc(-c2ccccc2)c(CCCNc2ccccc2)c(=O)[nH]1,nt,nt,nt,3%,-19%,17%[57.1 µM],-5%,nt,-10%
COc1ccc(NC(=O)C2CCOC(C)(C)C2)cc1 (stereo not drawn),-0.8,-20,0.7,3%,-11%,20%,7%,2,12%
O=C(CSc1nc2ncccc2[nH]1)NC1CCCC1,0.2,-16,-0.1,3%,-14%,4%[57.1 µM],6%[57.1 µM],2,-9%
CCOC(=O)C(NC(=O)Cc1ccccc1)(Nc1cc(C)on1)C(F)(F)F (stereo not drawn),-0.3,nt,nt,6%,-7%,15%,-1%,2,-11%
COc1ccc(/C(C)=N/NC(=O)c2nnn(-c3nonc3N)c2-c2cccs2)cc1,2.4,-8,2.9,5%,-21%,53%[activator],42%[activator],3,7%
COc1cc(NC(=O)COC(=O)CCc2cc(OC)c(OC)c(OC)c2)cc(OC)c1,-1.1,13,1.4,1%,-17%,14%[57.1 µM],-1%[57.1 µM],4,-6%
CCOc1ccc(S(=O)(=O)N2CCCC(C(=O)Nc3ccccc3)C2)cc1 (stereo not drawn),0.1,-8,-0.2,-4%,-4%,11%[57.1 µM],10%[0.0914 µM],-3,-2%
CCc1ccccc1NC(=O)C1CCN(S(=O)(=O)c2ccc3c(c2)N(C(C)=O)CCO3)CC1,-0.5,-4,0.4,-13%,-22%,10%,-3%,14,6%
C1CCC(CNc2c3c(nc4nnnn24)CCCC3)CC1,-0.8,7,-0.3,4%,-14%,?,-2%,1,5%
COC(=O)[C@H](Cc1ccccc1)NC(=O)N1Cc2ccccc2C[C@H]1C(=O)OC,0.1,18,-0.4,0%,-21%,12%,2%,0,1%
CC(O)CCC(=O)NNC1CC(=O)N(c2ccccc2)C1=O (stereo not drawn),0.1,0,0.6,18%,-30%,20%,8%,0,-2%
COc1ccc(C(=O)c2coc3ccc(O)c(CN4CCCCC4)c23)cc1,-0.7,18,-1.6,8%,?,0%,3%,7,5%
COC(=O)c1ccccc1NC(=O)c1cccc(COc2ccccc2Cl)c1,3.1,4,2.7,10%,-18%,15%,14%,-3,7%
Cc1ccc(-c2csc(N3CCC(C(N)=O)CC3)n2)cc1,-0.2&1.5,nt,nt,nt,nt,7%,0%,-1&-4,-1%
NC(=O)c1[nH]cnc1N,-0.8&1.2,7&2,0.4&-0.5,9%&7%,-9%&-12%,-5%&-5%,1%&-2%,-3&6,-6%&-8%
CCN(CCNC(=O)C1CCN(S(=O)(=O)c2cccc3nsnc23)CC1)c1ccccc1,nt,nt,nt,3%,-2%,-9%,-14%,nt,1%
CCNC(=O)N1CCN(C(=O)NCC)CC1,0.3,1,0.1,-11%,-10%,2%,-8%,0,9%
Cc1ccc(C(=O)CSc2n[nH]c(-c3ccco3)n2)cc1C,-2.0,-3,0.3,7%,-12%,12%,-2%,2,4%
CC(C)Cn1c(N)c(C(=O)COC(=O)c2cc(-c3ccco3)nc3ccccc23)c(=O)n(C)c1=O,-1.0,-9,-1.6,-3%[38.3 µM],-18%,2.8µM*,14%,-1,10%
Cc1ccc(NC(=O)O/N=C/c2ccc(N(C)C)cc2)cc1,-1.1,1,-0.6,4%,?,22%[57.1 µM],12%[57.1 µM],3,0%
CCc1ccc(CNC(=O)c2ccc3nc(C4CCCCC4)oc3c2)nc1,-0.8,11,-0.1,nt,nt,nt,nt,-4,nt
O=C(O)c1ccc(CSc2nc3cccnc3n2Cc2cccc(F)c2)cc1,-0.1,nt,-0.2,1%,-21%,7%,17%,3,-5%
O=C1CC(c2ccccc2)n2nc(NC(=O)c3ccccn3)nc2N1 (stereo not drawn),0.0,2,-1.6,1%,-19%,1%,-2%,-12,0%
Cc1ccccc1CSc1nnc2ccc(-c3ccncc3)nn12,-0.7,-10,-0.4,-1%,-18%,17%,6%,0,-6%
Fc1ccc(N2C(=S)SC(=Nc3ccccc3)C2=Nc2ccccc2)cc1,nt,nt,nt,-1%,-8%,-19%,-15%,nt,1%
O=C(Nc1ccc(F)cc1)C(c1ccccc1)N1CCN(S(=O)(=O)c2ccc3ccccc3c2)CC1 (stereo not drawn),1.5,37*,1.1,4%,-6%,4%,-4%,5,19%
Clc1cccc(CNCC2CCCO2)c1Cl (stereo not drawn),-2.0,-15,0.7,3%,-20%,14%,0%,15,3%

Grouped by structure: the compounds so far containing a CF3 group.
structure,TRHR agonist,D2 antagonist,D2 ag,mIDH1 inhibitor,USP1-UAF1 inh,rTrxR1 inhibitor,TrxR1 substrate,TRHR enhancer,Pin1 inhibitor
N#CN1CCC(NS(=O)(=O)c2ccc(C(F)(F)F)cc2)CC1,-1.2,nt,nt,nt,nt,-9%,-3%,0,0%&1%
CCOC(=O)C(NC(=O)Cc1ccccc1)(Nc1cc(C)on1)C(F)(F)F (stereo not drawn),-0.3,nt,nt,6%,-7%,15%,-1%,2,-11%

Taken from above.
Pin1 inhibitor with `N#CN1CCC(NS(=O)(=O)c2ccc(C(F)(F)F)cc2)CC1` is entered as 0%&1%
D2 antagonist with `CC(O)CCC(=O)NNC1CC(=O)N(c2ccccc2)C1=O` (stereo not drawn) is entered as 0
TRHR agonist with `CCc1ccccc1NC(=O)C1CCN(S(=O)(=O)c2ccc3c(c2)N(C(C)=O)CCO3)CC1` is entered as -0.5

Some of these compounds in order of their number in TRHR enhancer, ascending.
Molecule	TRHR agonist	D2 antagonist	USP1-UAF1 inh	rTrxR1 inhibitor	TrxR1 substrate	TRHR enhancer	Pin1 inhibitor
N#CN1CCC(NS(=O)(=O)c2ccc(C(F)(F)F)cc2)CC1	-1.2	nt	nt	-9%	-3%	0	0%&1%
Cc1ccc(C(=O)CSc2n[nH]c(-c3ccco3)n2)cc1C	-2.0	-3	-12%	12%	-2%	2	4%
O=C(O)c1ccc(CSc2nc3cccnc3n2Cc2cccc(F)c2)cc1	-0.1	nt	-21%	7%	17%	3	-5%

(listing goes on)
structure,TRHR agonist,D2 antagonist,D2 ag,mIDH1 inhibitor,USP1-UAF1 inh,rTrxR1 inhibitor,TrxR1 substrate,TRHR enhancer,Pin1 inhibitor
Cc1ccc(NNC(=O)c2ccno2)cc1Cl,-1.5,-14,-2.2,3%,-14%,22%,-2%,-1,-5%
CC(C)N(C(=O)CSc1nc2c([nH]1)c(=O)n(C)c(=O)n2C)c1ccccc1,-1.2,-7,-1.3,-4%,-31%,23%,6%,7,-5%
Cc1ccc(N(Cc2cccs2)C(=O)c2ccc(Br)o2)cc1,0.2,nt,-0.7,10%,-11%,36%,1%,-11,0%
CCCN1C2=NS(=O)(=O)CCN2c2ccccc21,1.0,9,0.0,8%,-20%,15%[57.1 µM],-7%[57.1 µM],1,2%
CC(=O)N1CCCc2cc(S(=O)(=O)NC(C(=O)NC(C)c3ccccc3)C(C)C)ccc21 (stereo not drawn),-1.7,-5,-2.0,-3%,-4%,-6%,-4%,-1,-2%
CCOc1ccc(C(=O)NC(C(=O)NCc2ccccc2OC)C(C)C)cc1 (stereo not drawn),-1.5,11,0.3,2%,-21%,10%,5%,0,0%
O=C(c1cc2c(s1)CCCCC2)N1CCN(c2ncccn2)CC1,-0.3,-11,-0.1,7%,-4%,16%,-1%,0,-2%
COc1cccc(C(=O)Nc2ncc3c(n2)CC(C)(C)CC3=O)c1,0.1,nt,nt,2%,-4%,15%[57.1 µM],-15%,-2,-2%
OCC1(CCOc2ccccc2)CCN(Cc2nc3ccc(F)cc3[nH]2)CC1,-1.2,22,0.6,-3%,-7%,9%[57.1 µM],5%[57.1 µM],22,3%
Cc1ccc(S(=O)(=O)n2nc(-c3ccco3)nc2N)cc1,1.2,30,0.1,1%,-4%,16%[57.1 µM],5%[57.1 µM],6,-2%
CCn1cc(C(=O)N2CCN(c3ccccc3F)CC2)c(=O)c2ccc(C)nc21,-4.8,-10,-0.2,2%,-23%,9%,-2%,-3,-2%
Cc1ccc2c(c1)N(CC(=O)N(Cc1ccc3c(c1)OCO3)CC1CCCO1)C(=O)C(C)O2 (stereo not drawn),0.1,-14,-0.1,9%,-24%,14%,4%,-16,0%
O=C(CCC1CCCC1)Nc1ccc(C(=O)NCc2cccnc2)cc1,-1.6,3,-1.0,7%,-3%,9%,2%,-5,0%
Cc1cccc(N2CC(C(=O)Nc3nccs3)CC2=O)c1C (stereo not drawn),0.2,-1,0.2,0%,-12%,3%,-2%,-5,5%
CC(C)Cn1c(=O)c2ccccc2n2c(CCC(=O)NC3CCN(Cc4ccccc4)CC3)nnc12,-0.5,12,-0.5,-6%,-16%,8%,9%,13,3%
COc1ccc(CNC(=O)Cn2c(=O)oc3cc(S(=O)(=O)NCc4ccccc4)ccc32)cc1,-0.1,nt,0.0,1%,2%,19%[57.1 µM],3%[57.1 µM],15,74%[activator]
CCOC(=O)c1c(N)sc2c1CCCC2=O,0.1,-9,0.5,-4%,-11%,5%,-3%[57.1 µM],9,-2%
O=C(CCC(=O)N1CCN(S(=O)(=O)c2ccc([N+](=O)[O-])cc2)CC1)N1CCOCC1,nt,nt,nt,2%,-10%,3%[11.4 µM],-5%[11.4 µM],nt,3%
O=C(Nc1ccc(F)cc1F)c1cccn1-c1ncc(C(F)(F)F)cc1Cl,nt,nt,nt,2%,-1%,9%,0%,nt,1%

Only part of the results is shown; rates above refer to the full screens.
